Screening results from PubChem.
tim10-1 inh: inhibits growth of tim10-1 mutant yeast. S. cerevisiae tim10-1 ts strain growth, BacTiter-Glo, 24 h. inhibition, % at 20 µM. 2.2% of 330,000 active;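 active = inhibition of at least 40%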;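 also: mutant grown at 25 °C; 0% = DMSO wells with yeast and 100% = wells holding no yeast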
Apaf1 inhib: human Apaf-1 inhibition; reconstituted apoptosome caspase-3 activity, DEVD-Rh110 fluorescence; inhibition, % at 20 µM; 0.71% of 330,000 active; O14727; active = inhibition of at least 40% at 20 µM;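 also: plate controls were DMSO wells for no effect and DEVD-CHO caspase inhibitor wells for full effect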
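detection = Rh110 fluorescence intensity | test system = biochemical Apaf-1 apoptosome reconstitution | also added = cytochrome c and DEVD-Rh110 substrate | schedule = 30 min plus 50 min, RT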
NLRP3 yeast inh: NALP3 inhibition in yeast; 0.39% of 330,000 active; AID 2825; inhibition, % at 10 µM; Yeast reconstituted NLRP3/ASC/caspase-1, beta-gal luminescence, 24 h;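 active = inhibition of 50% or more; inactive = inhibition below 50%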;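 also: plate controls were induced DMSO wells for no effect and uninduced yeast grown without galactose for full effect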
ATG4B inhibitor: inhibitors of human ATG4B cysteine protease; ATG4B cleavage of LC3-PLA2, NBD-HPC fluorescence, 1 h; inhibition, % at 8.33 µM; 0.51% of 340,000 active; AID 504462; in the data active = inhibition above about 40%
Target sequence (Q9Y4P1 whole entry, looked up): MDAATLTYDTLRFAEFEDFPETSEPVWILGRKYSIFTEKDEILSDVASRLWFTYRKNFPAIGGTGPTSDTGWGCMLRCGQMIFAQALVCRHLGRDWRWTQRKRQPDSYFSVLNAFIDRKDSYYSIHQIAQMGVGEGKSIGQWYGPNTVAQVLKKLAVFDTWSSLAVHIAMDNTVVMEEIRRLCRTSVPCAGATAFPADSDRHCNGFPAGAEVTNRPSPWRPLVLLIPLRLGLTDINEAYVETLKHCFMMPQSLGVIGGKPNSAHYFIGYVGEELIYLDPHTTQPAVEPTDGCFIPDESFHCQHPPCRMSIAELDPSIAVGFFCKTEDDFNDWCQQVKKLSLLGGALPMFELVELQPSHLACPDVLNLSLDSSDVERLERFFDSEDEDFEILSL
mIAP act: mouse IAP activation; 0.24% of 330,000 active; muIAP, CDP-Star luminescence, 30 min; stronger effect = higher value; 1 = vehicle-only enzyme signal, 0 = enzyme-free wells; activation factor at 10 µM; AID 2805;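 active = activation factor of at least 2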; also: the source names both 10 and 20 µM as test concentration; values of inactives mirror those of a sister screen read the other way
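also added = chemiluminescent substrate CDP-Star | test system = mouse IAP enzyme | signal = chemiluminescence readout | compound = DMSO-dissolved test compounds | incubation = 30 min at room temperature | benchmarks = DMSO wells, no-enzyme wells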
TIM10 inh: TIM10 yeast growth inhibition; S. cerevisiae TIM10 strain growth, BacTiter-Glo luminescence, 24 h; inhibition, % at 10 µM; 1.4% of 330,000 active; AID 463195;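 active = inhibition of 40% or more at the single tested concentration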;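 also: wild-type TIM10 isogenic control strain grown at permissive 25 °C; 0% = DMSO yeast wells and 100% = minimal medium wells without yeast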
mIAP block: blocks mouse intestinal alkaline phosphatase; 0.2% of 330,000 active; inhibition, % at 10 µM; purified mouse IAP, CDP-Star luminescence, 30 min;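 active = inhibition of at least 40% at 10 µM in the primary screen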;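 also: plate controls were DMSO with enzyme for no effect and no enzyme wells for full effect; values of inactives mirror those of a sister screen read the other way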
hIAP activ: human IAP activation; P09923; purified human IAP, CDP-Star luminescence, 30 min; stronger effect = higher value; 1 = vehicle-only enzyme, 0 = enzyme-free background; activation factor at 10 µM; 0.16% of 330,000 active; AID 2524;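 active = activation factor of the enzyme at least 2-fold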; also: the source names both 10 and 20 µM as test concentration; values of inactives mirror those of a sister screen read the other way
Target sequence (P09923 whole entry, looked up): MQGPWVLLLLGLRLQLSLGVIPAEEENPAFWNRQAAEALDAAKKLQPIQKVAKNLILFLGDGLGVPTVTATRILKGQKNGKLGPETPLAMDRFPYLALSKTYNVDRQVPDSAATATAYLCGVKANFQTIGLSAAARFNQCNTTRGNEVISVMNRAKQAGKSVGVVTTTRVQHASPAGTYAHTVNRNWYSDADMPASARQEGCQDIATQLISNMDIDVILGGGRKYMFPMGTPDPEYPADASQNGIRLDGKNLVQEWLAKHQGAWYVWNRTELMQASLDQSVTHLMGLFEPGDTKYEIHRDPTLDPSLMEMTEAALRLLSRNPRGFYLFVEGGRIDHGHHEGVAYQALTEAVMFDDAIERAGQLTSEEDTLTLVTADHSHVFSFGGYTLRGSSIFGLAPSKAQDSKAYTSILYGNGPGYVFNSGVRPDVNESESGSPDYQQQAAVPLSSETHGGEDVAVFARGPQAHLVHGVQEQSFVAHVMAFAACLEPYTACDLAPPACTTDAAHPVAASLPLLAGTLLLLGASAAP
hIAP inh: human IAP inhibition; P09923; purified IAP, CDP-Star luminescence, 30 min; inhibition, % at 10 µM; 0.12% of 330,000 active;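 active = inhibition reaching a set limit with compound at 10 µM in the primary screen, cut at about 35% in these data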;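 also: plate controls were DMSO wells with enzyme for no effect and no-enzyme buffer wells for full effect; values of inactives mirror those of a sister screen read the other way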
An asterisk follows results filed as active; · = no result given.

SMILES	tim10-1 inh	Apaf1 inhib	NLRP3 yeast inh	ATG4B inhibitor	mIAP act	TIM10 inh	mIAP block	hIAP activ	hIAP inh
CCOc1ccc(S(=O)(=O)Nc2ccccn2)c2ccccc12	16	-24	19	-6	0.93	13	7	0.82	18
Cc1ccccc1C1CCCN(C(=O)c2cc(COc3c(F)cccc3F)on2)C1 (stereo not given)	-13	7	-4	21	0.99	-19	1	0.93	7
COc1ccc(NC(=O)CCC(=O)c2ccc(-c3ccccc3)cc2)cc1	-2	8	-5	5	0.94	-10	6	1	-5
Cc1ccc(C)[n+](CC(=O)c2ccc(-c3ccccc3)cc2)c1	-3	0	-1	6	0.99	-72	1	0.9	10
CCOC(=O)c1ccccc1Oc1c(F)c(F)nc(NCCO)c1F	33	-23	8	-4	0.91	23	10	0.95	5
COCc1nc2ccccc2n1Cc1ccccc1	14	2	-20	-6	0.99	-4	0	0.99	1
Cn1c(SCC(=O)c2ccccc2)nnc1-c1cccnc1	12	7	-15	-5	1.1	-1	-7	1.1	-13
CN(C)CCCN(C(=O)c1ccco1)c1nc2ccc(F)cc2s1	21	-99	9	-8	0.99	4	1	1.1	-8
O=C(c1cccc(F)c1)N1CCN(Cc2cccc(Br)c2)CC1	8	13	27	1	0.98	-5	2	0.85	15
Cn1nc(-c2ccccc2)c(/C=N/O)c1Cl	-6	3	28	-3	0.91	-13	9	0.87	13
CC1CC(C)CN(S(=O)(=O)N2CCCC(C(=O)NCCc3ccc(Cl)cc3)C2)C1 (stereo not given)	23	15	7	-3	1.1	7	-12	1.1	-6
CC1CCCCN1S(=O)(=O)c1ccccc1[N+](=O)[O-] (stereo not given)	14	-3	6	-5	0.96	5	4	0.92	8
CCOC(=O)C1CCN(C(=O)C2CCN(c3nn4c(=O)cc(C)nc4s3)CC2)CC1	4	-1	22	-3	1.1	-2	-6	1.2	-18
Cc1ccc2[nH]c(=O)c(CN(CC3CCCO3)C(=O)c3cccs3)cc2c1 (stereo not given)	-2	3	9	-12	1	7	0	0.86	14
CCNC(=S)Nc1ccc(S(=O)(=O)Nc2cc(C)nc(C)n2)cc1	3	5	10	-13	1.1	-10	-11	1.1	-11
COc1ccc(-c2cc(C)no2)cc1S(=O)(=O)N1CCOc2ccc(C)cc21	20	0	24	-1	0.93	-5	8	1.3	-33
CCOC(=O)C1=CN(Cc2cccc(F)c2)S(=O)(=O)N(CC)C1c1ccc2ccccc2c1 (stereo not given)	9	9	·	3	0.91	-9	9	·	·
CC(c1ccccc1)N1C(=O)C2C3C=CC(C4CC34)C2C1=O (stereo not given)	25	2	18	0	0.95	22	5	0.79	22
O=C(CC1OC(=O)c2ccccc21)NNC(=O)c1ccc(F)cc1 (stereo not given)	-11	-17	17	-7	0.94	2	6	0.84	16
CCc1noc(C)c1C(=O)N(CC)CC(=O)NCc1ccc(Cl)cc1	-15	-3	13	-1	1	3	-4	0.92	8
Cc1cccc(OCCOC(=O)c2ccc(F)c(S(=O)(=O)N3CCOCC3)c2)c1	0	10	22	-8	1	10	-4	0.9	10
COc1cccc(N2CCN(CC(=O)Nc3nnc(-c4ccccc4)s3)CC2)c1	35	10	32	-19	0.91	30	9	0.89	11
NC(=NCCc1ccccc1)NS(=O)(=O)c1ccccc1	5	-8	11	37	1.1	7	-11	1.1	-7
CCOCCCNC(=O)CN1C(=O)CSc2ccccc21	16	6	15	-2	1	-1	-5	1.1	-14
CCOc1ncccc1C(=O)Nc1ccc(S(=O)(=O)N2CCCC2)cc1	4	-9	11	0	1	13	-4	1	-2
The list continues:
SMILES	tim10-1 inh	Apaf1 inhib	NLRP3 yeast inh	ATG4B inhibitor	mIAP act	TIM10 inh	mIAP block	hIAP activ	hIAP inh
CCn1nc(C)cc1C(=O)N1CCCC(Nc2ccc(C(C)C)cc2)C1 (stereo not given)	12	-7	26	9	0.94	5	6	0.88	12
O=C(NC1CCN(C(=S)Nc2ccc(Cl)cc2)CC1)C1CCCCC1	11	5	25	2	0.94	-7	6	1	-2
O=C(Nc1cccc(Cl)c1)c1cccnn1	28	6	20	13	0.97	7	2	0.91	9
CCC(CO)Oc1cc(NC(=O)c2ccccc2F)c2ncn(C(C)C)c2c1 (stereo not given)	23	11	26	-1	1.1	-3	-8	1.1	-7
COc1ccccc1N(CC(=O)NCCSCc1ccc(C)cc1)S(=O)(=O)c1ccccc1	28	32	2	3	1.1	17	-8	1.3	-29
COc1cc(OC)cc(C(=O)OCC(=O)Nc2ccc(F)cc2F)c1	11	4	23	4	1.1	-21	-6	0.97	3
O=C(Nc1cccnc1Cl)C1c2ccccc2Oc2ccccc21	-8	-1	6	1	1	-14	-4	0.98	2
Cc1cc(C)cc(NC(=O)c2ccc(CNc3c(N4CCCC4)c(=O)c3=O)cc2)c1	-8	-12	8	-8	0.94	7	6	0.94	6
CCOc1ccc(-c2cc(N3C(=O)Nc4ccccc4N3O)on2)cc1	7	2	14	-10	1	7	0	0.88	12
COc1ccc(Nc2cc(C(=O)N3CCc4ccccc4C3)c3ccccc3n2)c(OC)c1	28	2	9	68*	0.8	13	20	0.89	11
O=C(O)CCSc1nc2ccccc2n1Cc1ccccc1	-4	8	-2	0	1.1	-2	-10	1.1	-12
Cc1ccc(S(=O)(=O)NCCC(=O)NCC(c2ccco2)N2CCCCC2)cc1C (stereo not given)	1	0	3	-3	1	6	0	0.91	9
NS(=O)(=O)c1ccc(CCNC(=O)c2ccc[nH]c2=S)cc1	2	-5	9	3	1	13	0	0.96	4
FC(F)(F)c1cccc(N2CCN(C(=S)NC3CCCCC3)CC2)c1	21	28	29	0	1.2	34	-19	1.1	-7
COc1ccc(-c2cc(=O)oc(-c3cccc(C)c3)n2)cc1	22	-4	8	18	1	5	-3	0.99	0
OC(CN1CCOCC1)Cn1c2ccccc2c2ccccc21 (stereo not given)	28	13	7	-5	1	0	0	0.97	3
Cc1cc(N2C(=O)C(O)=C(C(=O)c3cccs3)C2c2cccc(O)c2)no1 (stereo not given)	-3	5	-1	-9	0.91	-13	9	0.89	11
Cc1onc(-c2ccccc2Cl)c1C(=O)N1CCC(C)CC1	5	-8	5	-2	0.94	-3	6	0.97	3
CC(=O)Nc1ccc(NC(=O)c2ccc(-n3c(C)ccc3C)cc2)cc1	14	0	10	10	1.1	1	-6	1	-3
CN1CCN(c2cnn(-c3ccccc3)c(=O)c2Br)CC1	-3	6	6	0	1.1	-8	-11	0.97	3
Cc1onc(C(=O)Nc2ccccc2C(F)(F)F)c1[N+](=O)[O-]	-12	-1	14	-18	1	1	0	1.1	-12
Cc1ccc(C)c(-n2c(Cc3cccs3)n[nH]c2=S)c1	22	-6	31	6	1	9	-2	0.92	8
COc1ccc2oc(=N)c(C(=O)Nc3ccc(Cl)cc3)cc2c1	12	4	25	5	0.9	-6	10	0.9	10
O=C(CNCc1cccs1)Nc1ccc(OC(F)(F)F)cc1	32	13	27	7	1.1	-7	-6	0.99	1
COc1ccc(-n2c(CN3CCN(c4ccc(F)cc4)CC3)nc3ccc([N+](=O)[O-])cc3c2=O)c(OC)c1	26	16	28	-4	0.93	15	7	0.99	1

In another format: results already given.
CC(=O)Nc1ccc(NC(=O)c2ccc(-n3c(C)ccc3C)cc2)cc1
  tim10-1 inh: 14	Apaf1 inhib: 0	NLRP3 yeast inh: 10	ATG4B inhibitor: 10	mIAP act: 1.1	TIM10 inh: 1	mIAP block: -6	hIAP activ: 1	hIAP inh: -3
CN1CCN(c2cnn(-c3ccccc3)c(=O)c2Br)CC1
  tim10-1 inh: -3	Apaf1 inhib: 6	NLRP3 yeast inh: 6	ATG4B inhibitor: 0	mIAP act: 1.1	TIM10 inh: -8	mIAP block: -11	hIAP activ: 0.97	hIAP inh: 3
Cc1onc(C(=O)Nc2ccccc2C(F)(F)F)c1[N+](=O)[O-]
  tim10-1 inh: -12	Apaf1 inhib: -1	NLRP3 yeast inh: 14	ATG4B inhibitor: -18	mIAP act: 1	TIM10 inh: 1	mIAP block: 0	hIAP activ: 1.1	hIAP inh: -12

Next compounds
SMILES	tim10-1 inh	Apaf1 inhib	NLRP3 yeast inh	ATG4B inhibitor	mIAP act	TIM10 inh	mIAP block	hIAP activ	hIAP inh
CCC1(O)CC(c2ccccc2)=NN1C(=O)c1ccccc1F (stereo not given)	24	8	0	-8	1.1	5	-11	1.1	-14
COC(=O)C1CCN(Cc2ccc(OCCCN3CCN(c4ccc([N+](=O)[O-])cc4)CC3)cc2)CC1	-112	-4	37	-16	0.84	-116	16	0.91	9
C/C(=N\Nc1nc(-c2ccccc2)cs1)c1cccs1	28	-4	9	6	0.86	18	14	0.88	12
Cc1cc(NC(=O)CSc2nnc(CNc3ccc(F)cc3)n2C2CCCCC2)no1	11	5	3	3	0.97	11	3	0.89	11
COCCNC(=O)COC(=O)C1=Cc2ccccc2OC1	10	-16	15	-2	0.91	8	9	1.1	-5
CCOC(=O)N1CCN(C(=O)CN(C2CCCCC2)S(=O)(=O)c2c(C)cc(C)cc2C)CC1	24	28	19	-6	1.1	41*	-11	0.96	4
Cc1cccc(C(=O)N/N=C/c2ccc[nH]2)c1	6	-2	12	-4	0.6	3	40*	0.95	5
O=C(CCc1nc2sc3c(c2c(=O)[nH]1)CCCC3)N1CCN(c2ccccc2)CC1	-24	19	12	-2	0.98	-1	2	1	-1
Cc1ccc(Cl)cc1NC(=O)CCN1C(=O)C2C3CCC(C3)C2C1=O (stereo not given)	-2	-1	0	-1	1	4	-3	1.1	-8
CCN(C(=O)COC(=O)c1cc(Cl)ccc1OC)c1c(N)n(Cc2ccccc2)c(=O)[nH]c1=O	15	-3	10	-5	1	9	-2	1	-1
CCc1nnc(NC(=O)c2ccc(OC)cc2)s1	13	-5	3	-7	1	15	-2	0.98	2
Cc1ccc(CC(=O)OCC(=O)c2ccc[nH]2)cc1C	1	-9	20	5	1	-4	-2	1	0
Nc1c(Cl)ncnc1N/N=C/c1ccc(O)cc1	12	-13	10	-1	0.94	1	6	1	-3
CC1C(=O)N2CCCc3cc(NC(=O)C(=O)NCCc4c[nH]c5ccccc45)cc1c32 (stereo not given)	22	16	12	3	1	6	-1	0.96	4
Cc1ccnc(NC(=O)c2ccc(Cl)c(NC(=O)CCc3ccccc3)c2)c1	31	5	-17	·	1	9	-2	1	0
CC(C)(C)C(=O)NC(NC(=S)Nc1ccc(S(N)(=O)=O)cc1)C(Cl)(Cl)Cl (stereo not given)	2	1	20	0	0.87	0	13	1	-1
Cc1ccc(Nc2nc(N)c([N+](=O)[O-])c(NCc3ccccc3)n2)cc1	8	18	11	7	0.75	0	25	0.86	14
NS(=O)(=O)c1ccc(CCN=Cc2ccccc2O)cc1	8	1	4	8	0.96	-8	4	1.1	-10
O=C1NC[C@@H](Cc2cccc3ccccc23)N(CCC23CC4CC(CC(C4)C2)C3)C1=O	10	22	16	3	1.5	2	-54	0.91	9
CCC1CCc2c(sc3ncnc(N4CCOCC4)c23)C1 (stereo not given)	-3	10	8	-3	1.1	-2	-10	1.2	-19
Cc1ccc(Cl)cc1N1CCN(C(=S)NCCc2ccccc2)CC1	12	14	15	10	1.5	26	-55	1.8	-82
Cc1ccc(C(=O)C2Oc3ccccc3C3CC(c4ccc(C)cc4)=NN23)cc1 (stereo not given)	10	-6	19	9	0.97	21	3	0.97	3
O=C(c1cc(-c2ccc(Cl)cc2)n[nH]1)N1CCN(C(=O)c2ccco2)CC1	-1	21	8	1	1	-4	-3	0.93	7
Cc1ccc(C(=O)Nc2cccc3cccnc23)cc1Br	1	-10	23	-4	0.92	11	8	1	0
Cc1[nH]nc(N2CCCCCC2)c1[N+](=O)[O-]	4	11	-3	-11	0.99	-20	1	0.97	3
